Screening data deposited in PubChem by Broad Institute.
Pax4 gene expression: activators of Pax4 gene expression, primary screen, RT-PCR, mouse alpha TC1 cells, single point (AID 1053180); mouse alpha TC1 cells, Pax4 mRNA qPCR, 6 days; stronger effect = higher value; 100% = Pax4 plasmid added at qPCR; activation, % at 10 µM; hit rate 0.2% among 9,600;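 active = highest normalized replicate activity of 15 or more, or at least half the replicates reach 15 or more; inactive = neither condition met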;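 also: pax4 Ct normalized to GAPDH with activation seen as lower delta delta Ct; plate controls were plate neutral control wells for no effect and Pax4 plasmid positive control for full effect; each compound tested in two replicate wells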
DLD1 CTGF mRNA: YAP1 pathway inhibitors via CTGF transcript, primary screen, DLD1 colon cancer cells, RT-qPCR, single point (AID 743449); hit rate 0.9% among 9,900; DLD1 CTGF mRNA qPCR, 24 h; stronger effect = higher value; inhibition, % at 12.5 µM;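 active = mean normalized replicate activity at least 50 and at least half of replicates each reaching 50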;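 also: 0% = neutral control wells and 100% = dasatinib control wells; higher means stronger suppression of CTGF expression like dasatinib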
* = called active by the depositor; x = no result given; & = joins results of further samples. Only part of the results is shown; count on the stated rates, not on these rows.

No.	SMILES	Pax4 gene expression	DLD1 CTGF mRNA
1	CO[C@H]1CC[C@H]2CCOc3c(C#N)cccc3C(=O)N(C)CC3(CCCCC3)CC(=O)N(C)C[C@H]1O2	0.0	-9
2	CC(=O)N1CC2(C1)[C@H](c1ccccc1)[C@H](CO)N2C(=O)Cc1ccccc1	x	-7
3	O=C(O)C[C@H]1C[C@@H]2c3cc(NC(=O)Nc4ccc(C(F)(F)F)cc4)ccc3O[C@@H]2[C@H](CO)O1	0.0	3
4	COC(=O)C[C@H]1CC[C@@H]2[C@H](COc3ccc(NC(=O)Nc4c(C)noc4C)cc3C(=O)N2C)O1	0.0	-25
5	CC(C)c1cn(CC[C@@H]2CC[C@@H](NS(=O)(=O)c3ccc(F)cc3)[C@@H](CO)O2)nn1	0.0	18
6	COCC#Cc1ccc([C@H]2[C@@H](CO)N3CCCCN(Cc4cccnc4)C[C@H]23)cc1	0.0	-7
7	COCC(=O)N1CC2(C1)CN(Cc1nccs1)[C@H](CO)c1c2c2ccc(OC)cc2n1C	0.0	0
8	CC=Cc1ccc2n(c1=O)C[C@H]1[C@H](CO)[C@@H](C(=O)NCCc3cn(C)cn3)[C@@H]2N1C(=O)C1CCC1 (mixture of isomers)	0.0	-2
9	C[C@H](CO)N1C[C@H](C)[C@H](CN(C)Cc2ccccc2C(=O)O)OCc2cnnn2CCCC1=O	0.0	-71
10	CCC(=O)N1CC2(C1)CN(Cc1cccc(Cl)c1)[C@H](CO)c1[nH]c3cc(OC)ccc3c12	0.0	-3
11	O=C(CC(F)(F)F)N1C[C@@H]2[C@H](c3ccccc31)[C@H](CO)N2CC1CCOCC1	0.0	0
12	COCC(=O)Nc1ccc2c(c1)C(=O)N(C)C[C@@H](OC)[C@@H](C)CN(CCc1ccccc1)[C@H](C)CO2	0.0	-5
13	CCC(=O)N1CC[C@@H]2[C@H]1c1cc(-c3ccc(C#N)cc3)ccc1N(C)[C@H]2CO	0.0	2
14	CNC[C@H]1OCCCC[C@@H](C)Oc2ccc(NS(=O)(=O)c3ccc(F)cc3)cc2C(=O)N([C@@H](C)CO)C[C@H]1C	0.0	-28
15	COc1ccc2c3c([nH]c2c1)[C@H](CO)N(C(=O)CN(C)C)CC31CN(C(=O)c2cccnc2)C1	0.0	-39
16	O=C(C[C@@H]1CC[C@@H]2[C@H](COC[C@H](O)CN2Cc2ccc(C(F)(F)F)cc2)O1)N1CCc2ccccc2C1	0.0	-14
17	O=C(C[C@@H]1C[C@H]2c3cc(NS(=O)(=O)c4ccccc4)ccc3O[C@H]2[C@H](CO)O1)NCC(F)(F)F	0.0	8
18	O=C(Cc1cccnc1)N1CC(=O)N2[C@H](C1)[C@@H](c1ccc(/C=C/c3ccccc3)cc1)[C@@H]2CO	0.0	10
19	CN(C)CC(=O)N1[C@H](CO)[C@H](c2ccc(C#CC3CCCCC3)cc2)[C@@H]1C#N	0.0	-84
20	C[C@H](NC(=O)C[C@@H]1CC[C@@H]2[C@H](COC[C@@H](O)CN2Cc2ccc(C(F)(F)F)cc2)O1)c1ccccc1	0.0	7
21	O=C(C[C@H]1C[C@H]2c3cc(NC(=O)CC4CC4)ccc3O[C@H]2[C@H](CO)O1)NCC1CC1	0.0	5
22	Fc1cccc(-c2ccc(C3[C@H]4CNC[C@@H]3N4Cc3cncnc3)cc2)c1 (stereo not given in full)	0.0&0.0	-35&-13
23	O=C(Cc1ccccn1)N[C@H]1CC[C@@H](CCNS(=O)(=O)c2cccc(F)c2)O[C@H]1CO	0.0	0
24	COc1cccc(C(=O)Nc2ccc3c(c2)OC[C@@H](C)N(CCc2ccccc2)C[C@@H](C)[C@@H](OC)CN(C)C3=O)c1	0.0	-6

Quoted at random: 5 records from the list
No.	SMILES	Pax4 gene expression	DLD1 CTGF mRNA
23	O=C(Cc1ccccn1)N[C@H]1CC[C@@H](CCNS(=O)(=O)c2cccc(F)c2)O[C@H]1CO	0.0	0
20	C[C@H](NC(=O)C[C@@H]1CC[C@@H]2[C@H](COC[C@@H](O)CN2Cc2ccc(C(F)(F)F)cc2)O1)c1ccccc1	0.0	7
22	Fc1cccc(-c2ccc(C3[C@H]4CNC[C@@H]3N4Cc3cncnc3)cc2)c1 (stereo not given in full)	0.0&0.0	-35&-13
24	COc1cccc(C(=O)Nc2ccc3c(c2)OC[C@@H](C)N(CCc2ccccc2)C[C@@H](C)[C@@H](OC)CN(C)C3=O)c1	0.0	-6
14	CNC[C@H]1OCCCC[C@@H](C)Oc2ccc(NS(=O)(=O)c3ccc(F)cc3)cc2C(=O)N([C@@H](C)CO)C[C@H]1C	0.0	-28

Carrying on:
No.	SMILES	Pax4 gene expression	DLD1 CTGF mRNA
25	CCS(=O)(=O)N1[C@H](CO)[C@H](c2ccccc2)[C@H]1CN(C(C)=O)C1CCCC1	0.0	16
26	CN1C(=O)c2cc(NC(=O)c3ccc(C(F)(F)F)cc3)ccc2OC[C@@H]2O[C@H](CC(=O)NCc3ccc4c(c3)OCO4)CC[C@@H]21	0.2	25
27	OC[C@H]1[C@@H](c2ccc(-c3cccnc3)cc2)[C@H]2CN(Cc3ccccn3)CCCCN21	0.0	5
28	C[C@H]1CN([C@@H](C)CO)C(=O)CCCn2nncc2CO[C@H]1CN(C)C(=O)Nc1ccccc1C(F)(F)F	0.0	-26
29	COCCNC(=O)C[C@H]1CC[C@@H]2[C@@H](COc3ccc(NC(=O)Nc4cccc(F)c4)cc3C(=O)N2C)O1	0.0	-53
30	Cc1ccccc1-c1ccc([C@H]2[C@H]3CN(C(=O)Nc4cccc(F)c4)CC(=O)N3[C@H]2CO)cc1	0.0	4
31	CN(C)C(=O)c1cccc(-c2ccc([C@@H]3[C@@H](CO)N4C(=O)CN(C(=O)C5CCC5)C[C@@H]34)cc2)c1	0.0	-23
32	C/C=C/c1ccc([C@@H]2[C@@H](CO)N3C(=O)CN(C(=O)c4ccncc4)C[C@@H]23)cc1	0.0	-41
33	CS(=O)(=O)N1[C@H](CO)[C@H](c2ccccc2-c2ccccc2F)[C@@H]1C#N	0.0	-20
34	Cc1noc(C)c1S(=O)(=O)N(C)C[C@H]1OCc2ccccc2-c2ccccc2C(=O)N([C@@H](C)CO)C[C@@H]1C	0.0	-27
35	CN(C)CC(=O)N[C@@H]1C=C[C@@H](CC(=O)NCc2ccc(Cl)cc2)O[C@@H]1CO	0.0	-35
36	CC(C)C#Cc1ccc([C@@H]2[C@@H](CO)N3C(=O)CN(C(=O)c4ccc5c(c4)OCO5)C[C@@H]23)cc1	0.0	36
37	O=C(C[C@@H]1CC[C@@H]2[C@H](COC[C@@H](O)CN2S(=O)(=O)c2ccccc2)O1)NCC1CCCCC1	0.0	13
38	C[C@H](CO)N1C[C@H](C)[C@H](CN(C)Cc2ccncc2)OCCCC[C@H](C)Oc2ccc(NC(=O)Cc3ccccc3)cc2C1=O	0.0	23
39	CN1c2ccc(C3=CCCCC3)cc2[C@H]2[C@H](CCN2C(=O)Cc2ccccn2)[C@@H]1CO	0.0	-8
40	COc1ccccc1CN1[C@H](CO)[C@H]2c3ccccc3N(C(=O)C3CCOCC3)C[C@H]21	0.0	3
41	CO[C@H]1CN(C)C(=O)c2ccc(NC(=O)NC(C)C)cc2OC[C@@H](C)N(Cc2ccc(-c3ccccn3)cc2)C[C@H]1C	0.0	-1
42	COc1ccc2c3c(n(C)c2c1)[C@H](CO)NCC31CN(Cc2ccc(F)cc2)C1	0.0	25
43	COc1ccc2c3c(n(C)c2c1)[C@@H](CO)N(C(=O)C1CCC1)CC31CCN(CC2CCCC2)CC1	0.0	-19
44	CCCC(=O)Nc1ccc2c(c1)OC[C@@H](C)NC[C@@H](C)[C@@H](OC)CN(C)C2=O	0.0	-8
45	CC(=O)N1CC[C@@H]2[C@H]1c1cc(-c3ccccc3)ccc1N[C@@H]2CO	0.0	21
46	O=C(C[C@@H]1CC[C@H]2[C@@H](COC[C@H](O)CN2CCc2ccccc2)O1)NCCCN1CCOCC1	0.0	14
47	CN(C)C(=O)c1ccc(-c2ccc([C@@H]3[C@@H](CO)N(C(=O)C4CC4)[C@H]3C#N)cc2)cc1	0.0	16
48	CC(C)NC(=O)Nc1ccc2c(c1)C(=O)N(C)[C@@H]1CC[C@H](CC(=O)NCc3ccc(F)cc3)O[C@@H]1CO2	0.0	-3
49	C[C@@H]1CCCCO[C@@H](CN(C)C(=O)CCC(F)(F)F)[C@H](C)CN([C@H](C)CO)C(=O)c2cc(NC(=O)C3CCCCC3)ccc2O1	0.0	16
50	CS(=O)(=O)N1CC(=O)N2[C@H](CO)[C@@H](c3ccc(Br)cc3)[C@H]2C1	0.0	21
51	CN1C(=O)c2cc(NS(C)(=O)=O)ccc2OC[C@@H]2O[C@H](CC(=O)NCc3ccccc3)CC[C@@H]21	0.0	-13
52	CO[C@@H](CN(C)C(=O)c1cc(Cl)cc(Cl)c1)[C@@H](C)CN(C(=O)Nc1ccc(F)cc1)[C@H](C)CO	0.0	-5
53	O=C(C[C@H]1CC[C@H]2[C@@H](COC[C@@H](O)CN2S(=O)(=O)c2ccccc2F)O1)N1CCC(Cc2ccccc2)CC1	0.0	-44
54	COCC(=O)N1CC2(C1)[C@H](c1ccc(-c3cccc(F)c3)cc1)[C@H](CO)N2C(=O)C1CC1	x	19
55	COc1ccc(S(=O)(=O)Nc2ccc3c(c2)C(=O)N([C@@H](C)CO)C[C@H](C)[C@@H](CN(C)Cc2ccc(C(F)(F)F)cc2)OCCCC[C@H](C)O3)cc1	0.0	23
56	O=C1N[C@@H](c2ccccc2)COCc2cnnn2CC[C@@H]1Cc1ccc(C(F)(F)F)cc1	0.0	-37
57	CN1c2ccc(Br)cc2[C@@H]2[C@@H](CCN2C(=O)C2CCC2)[C@H]1CO	0.0	8
58	O=C(c1cccnc1)N1CC(=O)N2[C@@H](CO)[C@@H](c3ccc(-c4ccccc4F)cc3)[C@@H]2C1	0.0	-24
59	O=C(C1CCOCC1)N1[C@H](CO)[C@@H](c2ccccc2)C12CN(CCC(F)(F)F)C2	x	-47
60	C[C@H]1CCCCO[C@H](CN(C)C(=O)CCC(F)(F)F)[C@@H](C)CN([C@@H](C)CO)C(=O)c2cc(NC(=O)C3CCCCC3)ccc2O1	0.0	-10
61	CS(=O)(=O)Nc1ccc2c(c1)[C@H]1C[C@@H](CC(=O)NCc3cc(F)ccc3F)O[C@H](CO)[C@H]1O2	0.0	20
62	C[C@@H]1CN([C@H](C)CO)C(=O)c2c(c3ccccc3n2C)-c2ccccc2CO[C@H]1CN(C)C(=O)NC1CCCCC1	0.0	-33
63	C[C@@H](NC(=O)[C@@H]1[C@@H](CO)[C@@H]2Cn3c(ccc(-c4ccccc4F)c3=O)[C@H]1N2)c1ccccc1	0.0	-17
64	CN1C(=O)c2cc(NC(=O)Cc3cccs3)ccc2OC[C@H]2O[C@H](CC(=O)NCC3CCCCC3)CC[C@H]21	0.0	-44
65	CN1C(=O)c2cc(NC(=O)Nc3ccccc3Cl)ccc2OC[C@@H]2O[C@H](CC(=O)O)CC[C@H]21	0.0	-9
66	C[C@@H]1C(=O)N[C@@H](c2ccccc2)CC=CC[C@H](C)Oc2ccccc2C(=O)N1C (mixture of isomers)	0.0	7
67	COCC(=O)N1[C@H](C#N)[C@H](c2ccc(C#Cc3ccccc3F)cc2)[C@@H]1CO	0.0	31
68	C[C@@H]1CN([C@@H](C)CO)S(=O)(=O)c2ccc(C#Cc3cccc(F)c3)cc2O[C@H]1CN(C)S(=O)(=O)c1cn(C)cn1	0.1	9
69	O=C1NCCCOCc2cn(nn2)CC[C@@H]1Cc1ccc(-c2ccccc2)cc1	0.0	-29
70	COCc1cn(CC[C@H]2CC[C@H](NC(=O)Nc3c(C)noc3C)[C@@H](CO)O2)nn1	0.0	1
71	CCNC(=O)[C@H]1[C@H](CO)[C@H]2Cn3c(ccc(/C=C/c4ccccc4)c3=O)[C@@H]1N2C(=O)c1ccncc1	0.0	11
72	CNC[C@@H]1Oc2ncc(-c3cncnc3)cc2C(=O)N([C@H](C)CO)C[C@@H]1C	0.0	-8
73	COc1ccc([C@@H]2C/C=C\C[C@@H](c3ccc4c(c3)OCO4)NC(=O)[C@H](c3ccccc3)CC(=O)N2)c(OC)c1	0.4	31
74	CN1C(=O)c2cc(NC(=O)Cc3cccs3)ccc2OC[C@@H]2O[C@H](CC(=O)NCCc3ccncc3)CC[C@H]21	0.0	-68
75	COc1ccc2c3c(n(C)c2c1)[C@@H](CO)N(C)CC31CCN(C(=O)c2cccnc2)CC1	0.0	30
76	CCCNC(=O)N(C)C[C@@H]1Oc2cc(C#C[C@H](C)O)ccc2S(=O)(=O)N([C@H](C)CO)C[C@@H]1C	0.0	-7
77	CCS(=O)(=O)N1CCC2(CC1)CN[C@@H](CO)c1[nH]c3cc(OC)ccc3c12	0.0	-8
78	CN1C[C@@H]2[C@H](c3ccccc31)[C@H](CO)N2C(=O)C1CCOCC1	0.0	23
79	COc1ccc(S(=O)(=O)N2CC[C@@H]3[C@@H](CO)Nc4ccc(Br)cc4[C@@H]32)cc1	0.0	-4
80	COc1cccc(S(=O)(=O)N2C[C@@H](O)COC[C@@H]3O[C@H](CC(=O)NCCCN4CCOCC4)CC[C@H]32)c1	0.0	7
81	Cc1ccc(NC(=O)Nc2ccc3c(c2)C(=O)N(C)[C@@H]2CC[C@@H](CC(=O)NCC(F)(F)F)O[C@@H]2CO3)cc1	0.0	16
82	CO[C@H]1CC[C@@H]2CCOc3ccc(C#N)cc3C(=O)N(C)C[C@@H](c3ccccc3)CC(=O)N(C)C[C@H]1O2	0.0	-16
83	O=C([C@H]1[C@H](CO)[C@H]2Cn3c(cccc3=O)[C@@H]1N2)N1CCc2ccccc2C1	0.0	-23
